High-throughput results: PubChem, Johns Hopkins Ion Channel Center
hERG protect = shields human hERG channel from block by proarrhythmic agents | activation (rescue from dofetilide block), less the hit threshold, % at 10 µM | CHO-hERG, FluxOR thallium flux, dofetilide IC70 present | Q12809 | 310,000 tested, 0.51% active;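 active = activation above the mean of controls blocked by dofetilide plus 5 SD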;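 note: thallium influx through hERG after potassium depolarization seen as dye fluorescence rise; in these data hits start at about 4.7%; inactives centre near -7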
Target sequence (Q12809 whole entry, looked up): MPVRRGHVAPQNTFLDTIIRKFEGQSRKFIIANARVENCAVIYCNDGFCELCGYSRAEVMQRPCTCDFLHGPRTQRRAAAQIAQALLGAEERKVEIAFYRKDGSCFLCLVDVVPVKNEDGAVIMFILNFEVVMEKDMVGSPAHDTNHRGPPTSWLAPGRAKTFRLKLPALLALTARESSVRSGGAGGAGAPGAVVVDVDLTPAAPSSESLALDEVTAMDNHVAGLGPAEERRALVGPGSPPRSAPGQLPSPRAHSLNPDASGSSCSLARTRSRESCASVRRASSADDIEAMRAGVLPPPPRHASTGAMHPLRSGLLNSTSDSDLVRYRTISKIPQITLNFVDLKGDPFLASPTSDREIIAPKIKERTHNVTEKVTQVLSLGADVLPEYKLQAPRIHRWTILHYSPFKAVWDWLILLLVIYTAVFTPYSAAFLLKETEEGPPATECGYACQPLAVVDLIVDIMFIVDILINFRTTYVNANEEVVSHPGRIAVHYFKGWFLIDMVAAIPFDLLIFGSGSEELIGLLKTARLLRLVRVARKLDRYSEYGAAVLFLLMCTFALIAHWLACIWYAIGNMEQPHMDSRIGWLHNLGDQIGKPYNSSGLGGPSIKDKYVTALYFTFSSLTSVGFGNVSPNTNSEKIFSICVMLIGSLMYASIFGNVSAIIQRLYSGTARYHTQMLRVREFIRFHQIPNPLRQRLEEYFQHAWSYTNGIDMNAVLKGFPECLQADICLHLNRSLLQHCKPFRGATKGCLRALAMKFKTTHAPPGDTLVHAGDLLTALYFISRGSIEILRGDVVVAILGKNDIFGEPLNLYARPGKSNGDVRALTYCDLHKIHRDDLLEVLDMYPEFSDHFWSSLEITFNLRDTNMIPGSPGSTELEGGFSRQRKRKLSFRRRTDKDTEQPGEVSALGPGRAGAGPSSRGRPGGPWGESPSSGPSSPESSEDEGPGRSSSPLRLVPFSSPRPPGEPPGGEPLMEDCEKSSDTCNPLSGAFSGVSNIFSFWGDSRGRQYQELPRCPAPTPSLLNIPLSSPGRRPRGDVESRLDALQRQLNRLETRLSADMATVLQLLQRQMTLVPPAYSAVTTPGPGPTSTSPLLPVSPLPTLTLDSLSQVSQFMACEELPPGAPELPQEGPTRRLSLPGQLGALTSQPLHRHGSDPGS
KCNK3 block = human KCNK3 channel inhibition, primary screen; 340,000 tested, 0.84% active; B-score at 10 µM; O14649; CHO-KCNK3 thallium flux, FluxOR fluorescence; hits give low values; AID 602410;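 active = B-score under library mean minus 4 SD, starting fluorescence ratio at most library mean plus 5 SD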;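 note: more negative B-score means stronger inhibition of thallium flux through KCNK3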
MrgX1 allo act = allosterically activates human MrgX1 receptor signaling; B-score at 10 µM; MrgX1-HEK293, Fluo-4 calcium flux, FDSS; hits give high values; Q96LB2; 310,000 tested, 0.63% active;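 active = plate-corrected calcium response at least 3 library SD above typical, normal starting fluorescence, not activating the receptor alone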;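 note: compound read alongside a low EC10 to EC30 dose of BAM8-22 agonist; peak minus trough fluorescence over baseline measured at the second addition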
MrgX1 agonist = agonists of human MrgX1 receptor. Q96LB2. MrgX1-HEK293 cells, Fluo-4 calcium fluorescence, agonist mode; hits give high values. 310,000 tested, 0.44% active. B-score at 10 µM;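 active = calcium response B-score plate-corrected fluorescence ratio at least 3 library SD, with starting fluorescence B-score inside 5 SD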
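Test system: HEK293 cells stably expressing human MrgX1 receptor; amount: 15,000 cells per well; doses: compound delivered in addition one of three; times: overnight plating before 1 h dye loading; detection: Fluo-4 NW calcium-flux fluorescence, kinetic read; read-out basis: B-scored fluorescence response ratio; controls: positive and negative controls per plate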
RGS4 pot = potentiators or activators of RGS4; HEK293 M3R/inducible RGS4, carbachol calcium flux Fluo4; hits give low values; B-score at 10 µM; 310,000 tested, 0.92% active; AID 463111;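 active = B-score of the integrated calcium signal more than 4 SD below the library mean, with starting fluorescence not abnormally high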;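 note: negative B-score means reduced calcium response which marks RGS4 activation or potentiation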
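Test system: HEK293 cells with stable M3R and inducible RGS4; also added: carbachol at ECmax as muscarinic agonist stimulus; schedule: dye loading 30 min 37 °C, buffer rest 30 min RT; technique: kinetic calcium fluorescence imaging with Fluo4-AM dye, 2 µM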
TMEM16A act = activates or potentiates the mouse TMEM16A chloride channel. Q8BHY3. HEK293 TMEM16A/YFP-H148Q/I152L, iodide quench fluorescence; hits give low values. 340,000 tested, 0.3% active. B-score at 10 µM;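 active = fluorescence-ratio B-score plate-corrected deviation score at least 3 library SD below zero, with starting fluorescence score within 5 deviations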;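 note: channel opened by trigger with iodide after compound preincubation; score built on the fluorescence ratio of max minus min over baseline; more negative score means more quench and so TMEM16A activation or potentiation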
KCNK9 block = blocks the human KCNK9 two-pore domain potassium channel. B-score at 10 µM. HEK293 KCNK9, FluxOR thallium flux fluorescence; hits give low values. AID 488922. 310,000 tested, 1.2% active. Q9NPC2;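 active = ratio B-score over 3 SD below the library mean, with starting fluorescence within 5 SD of its mean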;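 note: negative B-score means less thallium flux so channel inhibition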
KCNQ1 block = inhibitors of human KCNQ1 potassium channel. CHO-K1 KCNQ1, FluxOR thallium flux fluorescence; hits give high values. B-score at 10 µM. 310,000 tested, 1.3% active;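 active = compounds whose thallium flux B-score, printed positive for inhibition, exceeds three library SD while starting fluorescence stays within three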;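 note: channel opened by potassium depolarization with thallium stimulus after 20 min compound exposure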
TMEM16A inh = blocks the mouse calcium-activated chloride channel TMEM16A; Q8BHY3; HEK293 TMEM16A/YFP iodide influx fluorescence, ionomycin; normalized B-score (activity score, 25-100; higher = stronger inhibition) at 10 µM; 310,000 tested, 1.2% active; AID 588511;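 active = ratio plate-corrected score three or more library SD toward inhibition, starting fluorescence score within five deviations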;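 note: score derived from kinetic fluorescence span divided by baseline fluorescence per well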
KCNQ1 pot = human KCNQ1 channel potentiation or activation; P51787; CHO-K1 KCNQ1, thallium flux FluxOR fluorescence; hits give high values; B-score at 10 µM; 310,000 tested, 0.35% active; AID 2648;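 active = fluorescence ratio B-score, a plate-corrected score, at least three library SD, with initial intensity B-score within 5 SD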
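System: CHO-K1 cells stably expressing KCNQ1 / Medium: assay buffer for compound exposure, DMSO matched across wells / Reagent: thallium- and potassium-containing depolarizing buffer / Compound: one concentration, matched DMSO / Incubation: 20 min compound pretreatment at room temperature / Measured by: kinetic FluxOR fluorescence, 10 s baseline plus 110 s post-stimulus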
RGS4 block = inhibitors of human RGS4 | HEK293 M3R/RGS4 inducible, Fluo-4 calcium flux; hits give high values; triggered by carbachol at its EC20 | 310,000 tested, 0.45% active | B-score at 10 µM;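 active = B-score, a plate-corrected calcium signal, over three deviations above library mean, with baseline fluorescence within five deviations of library mean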;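 note: RGS4 expression induced by doxycycline in cells with stable M3 receptor; B-score is computed from the integrated fluorescence ratio over baseline after carbachol; higher B-score means a larger calcium signal and so more RGS4 inhibition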
* marks the source's active call; other numbers are inactive results; i = inactive; / = not tested or not shown.

compound	hERG protect	KCNK3 block	TMEM16A inh	KCNQ1 pot	KCNK9 block	KCNQ1 block	MrgX1 agonist	RGS4 pot	RGS4 block	MrgX1 allo act	TMEM16A act
COc1cccc(/C=N/NC(=O)Cn2nc([N+](=O)[O-])cc2C)c1	-5	i	i	i	i	i	i	i	i	i	i
CC(C)OCCCNC(=O)c1ccccc1Oc1ccccc1	-12	i	i	i	i	i	i	i	i	i	i
O=C(N/N=C/c1c(O)n(-c2ccccc2Cl)c(=O)c2ccccc12)C1COc2ccccc2O1 (centres undefined)	-17	i	i	i	i	i	i	i	i	i	i
Cc1cc(C(=O)COc2ccc(Cl)cc2Br)c(C)n1C	-9	i	i	i	i	i	i	i	i	i	i
Cc1cc(C)c2c(CN3CCCCC3C)cc(=O)oc2c1 (centres undefined)	-8	i	i	i	i	i	i	i	i	i	i
N#CCCN(Cc1ccccc1)S(=O)(=O)c1cccs1	-1	i	i	i	i	i	i	i	i	i	i
Cc1c(NC(=O)CCCN2C(=O)c3cccc4cccc(c34)C2=O)c(=O)n(-c2ccccc2)n1C	-11	i	i	i	i	i	i	i	i	i	i
Cc1cc(N2CCN(C)CC2)nc2ccc(NC(=S)N3CCCCCC3)cc12	-17	i	i	i	i	i	i	i	i	i	i
Cc1ccc(O)c(C(CC(=O)NC2CCCCC2)c2ccccc2)c1 (centres undefined)	-11	i	i	i	i	i	i	i	i	i	i
CCOc1cc(/C=C/C(=O)O)ccc1OCCO	-15	i	i	i	i	i	i	i	i	i	i
CCCc1cc(-c2[nH]ncc2-c2ccc3c(c2)OCCCO3)c(O)cc1O	-28	i	25*	i	i	6*	i	-7.9*	i	i	i
Cc1n[nH]c(=O)nc1NCc1ccccc1Cl	0	i	i	i	i	i	i	i	i	i	i
CCC(=O)NCCc1cc2cc(C)c(C)cc2[nH]c1=O	-10	i	i	i	i	i	i	i	i	i	i
Cc1ccc2[nH]c(=O)c(CN(Cc3cccs3)Cc3nnnn3CC3CCCO3)cc2c1 (centres undefined)	-2	i	i	i	i	i	i	i	i	i	i
C=CCN(CC(=O)O)S(=O)(=O)c1ccccc1C(F)(F)F	-4	i	i	i	i	i	i	i	i	i	i
Cc1nnc(SCCn2c(N3CCC(C)CC3)nc3c2c(=O)n(C)c(=O)n3C)s1	-11	i	i	i	i	i	i	i	i	i	i
CC1=NN(C(=O)c2cccnc2)C(O)(C(F)(F)F)C1 (centres undefined)	-4	i	i	i	i	i	i	i	i	i	i
O=C(NCCN1CCOCC1)C(=O)NCC1OCCN1S(=O)(=O)c1ccc(Br)cc1 (centres undefined)	0	i	i	i	i	i	i	i	i	i	i
Cc1ccc(C(=O)Nc2ccccc2C(=O)O)cc1NC(=O)COc1c(C)cccc1C	-12	i	i	i	i	i	i	i	i	i	i
Cc1cc(=O)oc2cc(NC(=O)C3COc4ccccc4O3)ccc12 (centres undefined)	-9	i	i	i	i	i	i	i	i	i	i

Continued.
compound	hERG protect	KCNK3 block	TMEM16A inh	KCNQ1 pot	KCNK9 block	KCNQ1 block	MrgX1 agonist	RGS4 pot	RGS4 block	MrgX1 allo act	TMEM16A act
CCCC(=O)NCc1cc(-c2nn(C)c(=O)c3ccccc23)ccc1OC	-5	i	i	i	i	i	i	i	i	i	i
COc1ccc(NC(=O)C2CCCCN2S(=O)(=O)c2ccc(F)cc2)cc1 (centres undefined)	-3	i	i	i	i	i	i	i	i	i	i
CC(C)N1CCc2c(sc(NC(=O)c3cc4cc([N+](=O)[O-])ccc4s3)c2C(N)=O)C1	-13	i	/	i	i	6*	/	i	i	/	i
Nc1c(NC(=O)CC[n+]2ccccc2)cccc1[N+](=O)[O-]	-2	i	i	i	i	i	i	i	i	i	i
CC(=O)Nc1ccc(-c2nnn(CC(=O)c3ccc(F)cc3)n2)cc1Cl	-12	i	i	i	i	i	i	i	i	i	i
Cc1ccc(C(=O)N2CCN3C(=O)c4ccccc4C23c2ccc(Cl)cc2)cc1 (centres undefined)	-4	i	i	i	i	i	i	i	i	i	i
CCc1cccc(NC(=O)CCSCCC(=O)Nc2cccc(CC)c2)c1	-8	i	i	i	i	i	i	i	i	i	i
Cc1ccc(CN(C(=O)c2csnn2)C(C(=O)NC2CCCC2)c2ccccn2)cc1 (centres undefined)	-7	i	i	i	i	i	i	i	i	i	i
NNC(=O)CN1C(=O)Nc2ccc(Cl)cc2C1c1ccccc1 (centres undefined)	-6	i	i	i	i	i	i	i	i	i	i
COc1ccc(C(=O)Nc2ccc(C(=O)Nc3nccs3)cc2)cc1[N+](=O)[O-]	-5	i	i	i	i	i	i	i	i	i	i
COc1ccc(CNC(=O)C2CC(=O)N(c3ccc(OCC(=O)N4CCCCC4)cc3)C2)cc1 (centres undefined)	-5	i	i	i	i	i	i	i	i	i	i
COc1cccc(CN(C)C(=O)c2cccnc2SC)c1OC	-8	i	i	i	i	i	i	i	i	i	i
COc1cc(CNCCO)cc(Br)c1OCc1ccccc1	-8	i	i	i	i	i	i	i	i	i	i
CC(=O)C1=C(O)C(=O)N(Cc2ccccc2)C1c1ccc(Br)cc1 (centres undefined)	-11	i	i	i	i	i	i	i	i	i	i
CCN(CC)Cc1cc(C(=O)O)c(-c2ccccc2)o1	-10	i	i	i	i	i	i	i	i	i	i
CC(C)(C)NC(=O)C(=O)NNC(=O)C12CC3CC(CC(C3)C1)C2	-7	i	i	i	i	i	i	i	i	i	i
Cc1c(N2CCCC2)cc2c(c1N)C(C)(C)CC2(C)C	-3	i	i	i	i	i	i	i	i	i	i
O=C(Nc1ccccc1C(=O)NCc1ccco1)NC1CCCCC1	-2	i	i	i	i	i	i	i	i	i	i
COC(=O)c1ccc(C(=O)N(CCN(C)C)c2nc3c(Cl)cccc3s2)cc1	-19	i	i	i	i	i	i	i	i	i	i
CCc1ccc(OCCCC(=O)O)c(Br)c1	-1	i	i	i	i	i	i	i	i	i	i

(continued)
compound	hERG protect	KCNK3 block	TMEM16A inh	KCNQ1 pot	KCNK9 block	KCNQ1 block	MrgX1 agonist	RGS4 pot	RGS4 block	MrgX1 allo act	TMEM16A act
CC(C)(C)C(=O)CC(=O)Nc1ccc(Cl)c(N)c1	4.9*	i	i	i	i	i	i	i	i	i	i
CCSc1nnc(NC(=O)CN(C)S(=O)(=O)c2ccc(F)cc2)s1	-3	i	i	i	i	i	i	i	i	i	i
Cc1ccc(S(=O)(=O)Oc2ccc(/C=N/NC(=O)c3nn(C)cc3[N+](=O)[O-])cc2)cc1	-3	i	i	i	i	i	i	i	i	i	i
COc1ccccc1N/N=C/c1c(CO)cnc(C)c1O	-5	i	i	i	i	i	i	i	i	i	i
CCOC(=O)C(NC(=O)c1cccnc1)(Nc1cccc(C)n1)C(F)(F)F (centres undefined)	-8	i	i	i	i	i	i	i	i	i	i
CC(Cc1ccccc1)NC(=O)/C=C/c1ccc([N+](=O)[O-])cc1 (centres undefined)	-9	i	i	i	i	i	i	i	i	i	i
COc1ccc(NC(=O)Cc2nnc(SCC(=O)NC3CCCC3)n2C)cc1	-7	i	i	i	i	i	i	i	i	i	i
COc1cccc(OCc2nc(-c3ccc(Br)o3)no2)c1	-13	i	i	i	i	i	i	i	i	i	i
Cn1c(Cl)c(C(=O)Nc2ccccc2)c2ccccc21	/	i	i	/	/	/	i	/	/	i	i
O=C(O)/C=C\C(=O)NNC(=O)c1cc(-c2ccccc2)n[nH]1	-16	i	i	i	i	i	i	i	i	i	i
Cc1cc2ccccc2c(=O)n1CC(=O)Nc1ccc2c(c1)OCO2	-2	i	i	i	i	i	i	i	i	i	i
CC(C)OCCCNC(=O)C(=O)NCCCOC(C)C	-2	i	i	i	i	i	i	i	i	i	i
COC(=O)[C@H](Cc1ccccc1)NC(=O)N1CC(C)OC(C)C1 (some centres undefined)	-5	i	i	i	i	i	i	i	i	i	i
CN(CC(=O)Nc1cccc(F)c1)C(=O)c1ccccc1OCC(=O)Nc1cccc(C(F)(F)F)c1	-13	i	i	i	i	i	i	i	i	i	i
O=C(NCCN1C(=O)CSC1=O)c1ccccc1	/	i	i	/	/	/	i	/	/	i	i
O=C(NC1=NCCS1)c1ccccc1OCc1ccc(F)cc1	-6	i	i	i	i	i	i	i	i	i	i
CCOC(=O)C1=C(C)NC(=S)NC1c1ccc(OCC(=O)N2CCCCC2)cc1 (centres undefined)	-8	i	i	i	i	i	i	i	i	i	i
CCCCCC/C=C/c1ccc(OC)c([C@H]2[C@H]3C=CC[C@@H](C)[C@@H]3C(=O)N2Cc2ccccc2)c1	-10	i	i	i	i	i	i	i	i	i	i
Cc1cc(NC(=O)CSc2nc3sc4c(c3c(=O)n2C)CCCC4)no1	-5	i	i	i	i	i	i	i	i	i	i
CC(=Nc1ccccc1)Nc1ccccc1	/	i	i	/	/	/	i	/	/	i	i

(continued)
compound	hERG protect	KCNK3 block	TMEM16A inh	KCNQ1 pot	KCNK9 block	KCNQ1 block	MrgX1 agonist	RGS4 pot	RGS4 block	MrgX1 allo act	TMEM16A act
Cc1nnc2c(NCCc3ccccc3)nc3ccccc3n12	-8	i	i	i	i	i	i	i	i	i	i
O=C(NNC(=O)C1CC1c1ccccc1)c1ccccc1[N+](=O)[O-] (centres undefined)	-7	i	i	i	i	i	i	i	i	i	i
Cc1ccsc1/C=C(\C#N)C(=O)NC1CCS(=O)(=O)C1 (centres undefined)	-12	i	i	i	i	i	i	i	i	i	i
COc1ccccc1Nc1nc(N)nc(CSC(=S)N2CCN(c3ccccc3)CC2)n1	-7	i	i	i	i	i	i	i	i	i	i
O=C(NCC1(c2ccccc2)CCCC1)C(=O)NCC1(c2ccccc2)CCCC1	-6	i	/	i	i	i	/	i	i	/	i
Cc1ccc(NC(=S)NNc2ccc([N+](=O)[O-])cc2S(=O)(=O)Nc2ccccc2C(=O)O)cc1C	-11	i	i	i	i	i	i	i	i	i	i
